Screening results as filed in PubChem.
MC4R ag barr: MC4R agonists recruiting beta-arrestin, primary screen, cell-based, luminescence, agonist arm of biased-ligand search; Melanocortin receptor 4 (Homo sapiens), P32245; 360,000 tested, 0.98% active; activation, % at 8.9 µM; U2OS MC4R beta-arrestin complementation; percent of melanotan II response, DMSO zero;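 active = activation above a per-plate cutoff, the mean activation of sample wells on that plate plus 3 SD, cut at about 8% in these data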
Target sequence (P32245 whole entry, looked up): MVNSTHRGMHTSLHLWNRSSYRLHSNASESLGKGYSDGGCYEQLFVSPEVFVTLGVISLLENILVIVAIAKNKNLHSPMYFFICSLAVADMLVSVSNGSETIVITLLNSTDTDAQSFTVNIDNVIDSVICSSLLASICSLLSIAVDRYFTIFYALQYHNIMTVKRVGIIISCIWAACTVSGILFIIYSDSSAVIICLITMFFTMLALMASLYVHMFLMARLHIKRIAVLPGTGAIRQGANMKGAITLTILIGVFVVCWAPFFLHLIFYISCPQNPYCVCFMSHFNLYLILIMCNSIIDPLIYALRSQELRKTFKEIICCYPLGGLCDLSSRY
hiPSC survival: enhancers of single-cell hiPSC survival, primary screen, ATPlite luminescence; 360,000 tested, 0.044% active; 100% = ROCK inhibitor wells, 0% = DMSO; survival enhancement, % at 20 µM; in the data active = survival enhancement above about 18%;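 note: cells exposed to compounds for 16 hours before the ATP read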
H9c2 protect: cardioprotection against H2O2-induced cell death, primary screen, uHTS, H9c2 cells, ATPLite luminescence; H9c2 cardiomyocytes, H2O2 injury protection, 2 h; protection from H2O2 cell death, % at 20 µM; 360,000 tested, 0.63% active;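 active = compounds giving at least 50% protection of heart cells from peroxide-induced death in the single-dose screen, raw or plate-pattern-corrected value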;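 note: 0% = DMSO wells with peroxide and 100% = DMSO wells without peroxide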
Exocytosis inh: LAMP-1 surface exposure blockers, TALL-104 cells – cell-based, flow cytometry, MLPCN library, primary screen. TALL-104 LAMP-1 surface exposure; cells stimulated with thapsigargin and PMA. inhibition, % at 10 µM. 360,000 tested, 0.66% active. AID 651702, 2012;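 active = inhibition above about 55%, limit read from the data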
HTR2A ag: mouse Htr2a agonists via beta-arrestin recruitment, primary screen, cell-based, luminescence; activation, % at 7.6 µM; 360,000 tested, 0.66% active; CHO-K1 mHTR2A beta-arrestin complementation; percent of 30 µM serotonin response;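 active = activation above a run cutoff, the mean activation of all tested compounds plus 3 SD, cut at about 14% in these data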;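 note: 0% = plate median of compound wells and 100% = 30 µM serotonin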
Target sequence (P35363 whole entry, looked up): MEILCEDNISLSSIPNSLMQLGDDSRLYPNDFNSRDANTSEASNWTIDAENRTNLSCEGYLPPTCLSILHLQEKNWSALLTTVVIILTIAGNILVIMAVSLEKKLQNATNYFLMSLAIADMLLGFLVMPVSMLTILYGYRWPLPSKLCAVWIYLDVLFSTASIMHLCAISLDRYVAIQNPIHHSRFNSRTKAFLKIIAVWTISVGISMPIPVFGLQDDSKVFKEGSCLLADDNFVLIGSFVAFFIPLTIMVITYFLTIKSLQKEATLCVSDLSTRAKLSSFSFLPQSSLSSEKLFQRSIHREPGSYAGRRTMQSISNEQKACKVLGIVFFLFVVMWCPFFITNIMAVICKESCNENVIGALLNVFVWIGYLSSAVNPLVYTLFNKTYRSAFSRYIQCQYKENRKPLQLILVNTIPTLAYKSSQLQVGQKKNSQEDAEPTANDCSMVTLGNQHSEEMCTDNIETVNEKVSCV
MC4R antagonist: MC4R antagonists of cAMP signaling, primary screen, cell-based, TR-FRET, antagonist arm of biased-ligand search. AID 540295, 2011. MC4R-expressing cells, MTII-stimulated cAMP, LANCE TR-FRET. inhibition, % at 6.5 µM. 360,000 tested, 0.48% active;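 active = inhibition above its plate's cutoff, the mean of tested wells on that plate plus 3 SD, cut at about 29% in these data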;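 note: 0% = Melanotan II alone and 100% = Melanotan II plus saturating MCL0020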
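Assay system: U2OS-MC4R stable cell line; Also added: Melanotan II; Technique: Eu-cAMP/anti-cAMP TR-FRET, emission 671 nm; Times: 30-min compound, 1-h challenge, 1-h detection, room temperature.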
aDG glyco act: activators of alpha-DG glycosylation, primary screen, uHTS, Pro5-aDG cells, AlphaScreen | alpha-DG glycosylation AlphaScreen (IIH6); 0% Pro5, 100% B10-LARGE cell signal | activation, % at 10 µM | 360,000 tested, 0.22% active;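 active = activation of at least 8% versus controls, or a plate z-score of at least 8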;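 note: Pro5 are CHO cells carrying HIG-tagged alpha-DG that lacks glycosylation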
ABCB6 inh MLPCN: ABCB6 transporter inhibitors, primary screen, K562-ABCB6 cells, flow cytometry, MLPCN library. ATP-binding cassette sub-family B member 6 (Homo sapiens), Q9NP58. K562-ABCB6 porphyrin accumulation, 1 h; hits give low values. fluorescence ratio to DMSO, % at 10 µM. 360,000 tested, 0.19% active. AID 602162, 2011;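 active = fluorescence ratio to DMSO below 75%, the collection mean minus 3 SD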;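 note: signal is porphyrin accumulated inside mitochondria; 100% equals median channel fluorescence of DMSO control wells; lower ratio means ABCB6 inhibition with less porphyrin fluorescence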
ABHD5 PLIN5 PPI: ABHD5-PLIN5 interaction inhibitors, primary screen, cell lysate, split luciferase complementation, luminescence. Perilipin-5 (Homo sapiens) + 1-acylglycerol-3-phosphate O-acyltransferase ABHD5 (Homo …. 360,000 tested, 0.78% active. Split G. princeps luciferase complementation, 4 h. inhibition, % at 4 µM. AID 602281, 2012;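 active = inhibition above the mean inhibition across every tested compound plus 3 SD, cut at about 22% in these data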;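 note: 0% = DMSO only wells and the 100% control is not disclosed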
Glyco luc inh: increase of ERlucT glycosylation luciferase signal, primary screen, N-linked glycosylation inhibitor project, D54 ERlucT cells, luminescence, set 2; AID 588692, 2011; 360,000 tested, 0.23% active; D54 ERlucT glycosylation luciferase reporter, 24 h; percent of 100 nM tunicamycin response; reporter increase, % at 12.5 µM;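 active = mean luciferase reporter signal, scaled so untreated is 0 and the glycosylation-blocking control 100, at or above a set limit in every replicate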;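 note: luciferase carries N-glycosylation sites so blocking glycosylation raises the light; 0% = median of neutral control wells and 100% = median of 100 nM tunicamycin wells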
* = called active by the depositor; / = no result given.

SMILES	MC4R ag barr	hiPSC survival	H9c2 protect	Exocytosis inh	HTR2A ag	MC4R antagonist	aDG glyco act	ABCB6 inh MLPCN	ABHD5 PLIN5 PPI	Glyco luc inh
CCOC(=O)C1=C(CC)Nc2ccccc2N=C1NC(=O)c1ccc(S(=O)(=O)N(C)C)cc1	-0.4	3.5	81*	4	-7	2	-0.5	102	5	-3
CCOC(=O)c1ccccc1NC(=O)/C=C/c1cc(OC)c(OC)c(OC)c1	-1.8	5.6	11	-3	0	3	-0.1	105	-4	1
COc1cc(-c2nnc(SCC#CCO)o2)cc(OC)c1OC	-0.2	-0.4	-3	2	1	-1	0.0	100	0	5
NC(=O)c1cccnc1Oc1ccc(Cl)cc1Cl	2.2	0.0	-2	-1	2	5	1.3	99	9	-2
CCCOC(=O)c1ccc(Oc2c(-c3ccc(O)cc3O)n[nH]c2C)cc1	8.0	-1.8	-14	1	-2	18	-0.1	109	3	1
O=C(COC(=O)c1ccc2c(c1[N+](=O)[O-])C(=O)c1ccccc1C2=O)NC1CC1	-0.8	-1.6	-21	17	-7	6	0.0	117	-1	6
Cc1cc(C)n2nc(SCC(=O)N3CCC(C(=O)O)CC3)nc2n1	0.6	3.1	2	-1	1	6	0.5	99	2	-2
CN1Cc2c(N3CCOCC3)nc3sc(C#N)c(N)c3c2CC1(C)C	-0.7	-0.1	7	1	14	-3	-0.1	106	7	5
Cc1ccc2oc(=O)n(CC(=O)OCCC(C)C)c2c1	-1.3	-0.6	-2	3	-1	7	-0.2	96	0	1
COc1ccccc1N1CCN(C(=O)c2cc(C(C)(C)C)oc2C)CC1	0.5	0.2	1	-2	0	-2	-0.1	93	-3	0
O=C(O)c1ccc(Oc2cc(Oc3ccc(C(=O)O)cc3)cc([N+](=O)[O-])c2)cc1	-1.5	0.2	0	1	6	19	-0.1	102	-1	1
O=c1c(-c2cccnc2)nc2ccccc2n1C(c1ccccn1)c1nc2ccccc2[nH]1 (stereo not drawn)	/	/	/	4	1	/	-0.1	/	17	/
CC(=O)NC(c1cccs1)c1cc(Br)c2cccnc2c1O (stereo not drawn)	-2.6	11	43	-10	-21	-1	0.8	99	4	-8
Cc1nnc(N2CCOCC2)c2nn(-c3ccccc3)c(C)c12	-0.2	-0.9	-5	-6	-3	5	0.1	112	-9	-2
O=C(C/C=N/OCc1ccccc1F)c1cnc(-c2ccc(Cl)cc2)s1	0.3	1.6	-8	-1	-2	12	-0.4	97	-6	1
CC1(c2ccc3c(c2)OCCCO3)NC(=O)N(CC(=O)NCCc2ccccc2)C1=O (stereo not drawn)	0.7	-3.8	-1	-7	0	5	0.4	101	-2	0
Cc1ccc(S(=O)(=O)N(C)C[C@@H]2Oc3ccc(NS(=O)(=O)c4ccccc4)cc3CC(=O)N([C@@H](C)CO)C[C@H]2C)cc1	-1.1	2.0	1	-11	7	-1	0.0	101	7	2
COc1ccccc1-c1noc2c1C(=O)N(Cc1cn(-c3ccccc3)nn1)CC2	/	-3.7	1	-4	5	/	0.0	98	-10	-1
COc1cc(C(=O)OCCCN2CCOCC2)ccc1O	-2.8	0.8	0	3	4	-1	0.2	92	-3	0
CCN(CC)C(=O)c1cccc(-c2csc(C(NC(C)=O)c3ccccc3)n2)c1 (stereo not drawn)	0.1	-3.9	2	-1	1	3	-0.2	95	2	0
CN1OC[C@@H]2CN(Cc3cc(Cl)cc(Cl)c3)[C@H](c3cccc(Br)c3)C[C@@H]21	-1.3	-0.8	-13	2	-2	6	0.2	99	4	-3
CC(C)(C)OC(=O)N[C@H](C(=O)OC(C)(C)C)c1ccc2ccccc2c1	1.9	-2.8	-3	1	4	5	-0.4	102	7	-2
O=C(COC(=O)C1CC1)Nc1ccc(S(=O)(=O)N2CCOCC2)cc1	1.1	0.2	8	0	-3	2	-0.4	104	-5	-1
CN(C)/C=N/c1c(C#N)nnn1Cc1ccccc1	0.2	-0.2	5	-1	-4	8	-0.1	91	1	0
COC(=O)C1CCN(c2cnccn2)CC1	-1.4	-0.5	1	-4	-1	2	0.3	100	0	3
Cc1cccc2c1OCC/C2=N\NC(=O)COc1ccccc1Cl	5.3	1.7	-12	-1	2	10	0.3	99	-1	-1
CCc1nc(SCC(=O)NCCc2ccccc2)c2c(=O)n(C)c(=O)n(C)c2n1	-1.8	1.0	20	19	0	5	1.3	92	5	-3
CNC(=O)COC(=O)/C=C/c1ccco1	0.7	0.8	2	0	4	0	-0.2	102	-2	1
CCN(CC(=O)NCc1ccc(F)cc1)CC(=O)Nc1ccccc1-c1ccccc1	2.7	0.1	2	5	11	4	2.9	99	20	-4
O=C(CCS(=O)(=O)c1ccccc1)Nc1ccc(-c2nc3ccccc3s2)cc1	-0.9	-4.2	4	-1	1	0	-0.1	102	1	-14
O=S(=O)(NCCc1csc(-c2cccnc2)n1)c1ccc(Cl)s1	0.0	3.2	-23	8	4	-2	0.2	90	-3	-4
CN(C(=O)c1ccc(NC(=O)C2CCCN(C(=O)OC(C)(C)C)C2)cc1)C1CCCCC1 (stereo not drawn)	-2.1	0.1	1	-1	-9	2	0.5	96	-2	-1
COc1ccccc1-c1nnn(C/C(N)=N/O)n1	-1.0	1.7	11	6	1	13	-0.2	98	-2	0
CC1CCCN(C(=O)c2cc(S(=O)(=O)N3CCCCC3)c[nH]2)C1 (stereo not drawn)	-1.7	0.5	-11	1	3	6	-0.3	98	3	1
O/N=C/c1ccnc(SCc2ccc(Cl)cc2)n1	0.2	-0.5	-7	6	-5	10	0.0	102	-5	-2
Cc1cc(C)nc(NC(=O)Cc2ccc(Cl)cc2)c1	-0.6	0.6	5	-5	0	1	-0.1	98	-4	-2
Cc1nn(C)c(=O)n1-c1ccccc1	-1.1	-0.2	8	-2	3	9	0.4	102	-2	2
CCn1c(CC(=O)Nc2ccccc2C)nnc1SCC(=O)NC1=NCCS1	0.2	0.2	3	-18	6	10	0.0	97	-5	3
Cc1c(Br)c([N+](=O)[O-])nn1CC(=O)Nc1ccc2nc3n(c(=O)c2c1)CCCC3	-2.9	-0.4	3	-2	-1	-5	-0.2	105	-1	2
Nc1cc[n+](CC(=O)Nc2ccccc2)cc1	-2.6	-0.7	8	-1	3	-1	-0.6	102	-6	2
CCC(C)c1ccc(-c2cc(C(=O)OCC(=O)Nc3cc(C)on3)c3ccccc3n2)cc1 (stereo not drawn)	-0.8	-5.8	-13	1	-2	3	-0.4	97	-2	-5
CC(=O)c1cnc(-c2ccccn2)s1	-0.4	-0.7	-3	2	4	-4	0.3	88	-3	-1
O=[N+]([O-])c1ccc(CN2CCSCC2)cc1	1.5	0.7	4	-2	9	6	0.4	95	7	0
COc1cccc(-n2c(SCC(=O)NCC3CCCO3)nc3c(c2=O)SCC3)c1 (stereo not drawn)	-1.7	-0.1	-1	-16	2	12	0.3	103	0	0
O=C(CCc1ccccc1)NNc1ccc(F)cc1	-2.4	-0.4	0	-3	2	-10	0.1	95	-4	3
COc1ccc2c(CC(=O)N3CCc4ccccc43)coc2c1	-1.2	-1.1	-18	1	-1	-1	0.3	96	-13	-4
Cc1ccccc1NC(=O)CSc1ccc2nnc(-c3ccccn3)n2n1	-0.9	-0.2	8	-1	1	-2	0.1	103	-5	4
COc1ccccc1N(CC(=O)Nc1cc(C)on1)S(=O)(=O)c1ccc(Cl)cc1	-0.8	-5.0	-1	-3	-10	8	-0.1	92	-4	0
CCc1c(C(=O)NNC(=O)Nc2ccc3c(c2)OCO3)csc1C	-1.0	0.9	-1	2	6	4	0.0	97	-6	1
ClC1(Cl)CC1Cn1c(C2CC2)nc2ccccc21 (stereo not drawn)	-4.8	-0.8	0	-3	0	-1	-0.3	103	-4	0

Structural class: the entries above with a cyano group (two)
SMILES	MC4R ag barr	hiPSC survival	H9c2 protect	Exocytosis inh	HTR2A ag	MC4R antagonist	aDG glyco act	ABCB6 inh MLPCN	ABHD5 PLIN5 PPI	Glyco luc inh
CN1Cc2c(N3CCOCC3)nc3sc(C#N)c(N)c3c2CC1(C)C	-0.7	-0.1	7	1	14	-3	-0.1	106	7	5
CN(C)/C=N/c1c(C#N)nnn1Cc1ccccc1	0.2	-0.2	5	-1	-4	8	-0.1	91	1	0

More entries follow.
SMILES	MC4R ag barr	hiPSC survival	H9c2 protect	Exocytosis inh	HTR2A ag	MC4R antagonist	aDG glyco act	ABCB6 inh MLPCN	ABHD5 PLIN5 PPI	Glyco luc inh
Cc1occc1C(=O)NN1C(=O)C2C3CCC(O3)C2C1=O (stereo not drawn)	-0.7	2.2	0	-2	1	-6	-0.1	100	6	1
CC(=O)CC1c2cc(F)ccc2C=C(c2ccsc2)N1c1ccc(C#Cc2cncn2C)cc1 (stereo not drawn)	/	0.5	/	-6	-1	/	1.0	104	10	/
CCN(C[C@H]1N[C@@](C)(C(=O)OC)[C@H]2C(=O)N(Cc3ccccc3)C(=O)[C@@H]12)S(=O)(=O)c1ccc(F)cc1	1.4	1.6	16	2	-1	5	0.3	98	3	1
CC(=O)Nc1ccc(OCCOc2ccc(/C=C3/C(=N)N4C=CSC4=NC3=O)cc2)cc1	-1.9	-0.9	19	1	1	-6	-0.2	95	-3	4
CCOC(=O)C(C)Oc1cccc2c(=O)n(CC(=O)NCCc3ccccc3)ccc12 (stereo not drawn)	-2.6	-0.3	7	-3	2	-1	-0.1	94	-2	0
CC1=CC(C)C2C(=O)N(CCC[N+](C)(C)C)C(=O)C2C1 (stereo not drawn)	-1.1	-0.8	-4	-3	0	-3	0.0	89	-5	2
O=c1[nH]c(CSc2nnc(NCCCN3CCOCC3)s2)nc2cc(Cl)ccc12	1.1	4.7	9	1	4	2	-0.4	94	4	2
CSCCC(NC(=O)C12CC3CC(CC(C3)C1)C2)C(=O)OCC(=O)c1ccccc1 (stereo not drawn)	-2.2	2.4	-5	1	3	5	-0.2	90	-1	0
O=C(CSc1nnc(-c2ccco2)o1)N1c2ccccc2CCc2ccccc21	-1.0	-3.1	-9	-1	-6	0	0.2	100	-6	-6
COc1ccc(N(CC(=O)Nc2cc(Cl)ccc2OC)C2=NC3CS(=O)(=O)CC3S2)cc1 (stereo not drawn)	-1.2	-1.7	-4	5	-7	2	-0.2	106	1	11
COc1ccc(C)cc1C(=O)CCC(=O)Nc1ccccc1N1CCOCC1	-1.3	-1.2	9	-3	5	15	0.1	98	7	-2
COC(=O)c1cn(-c2ccccc2)c(C)c1C(=O)OC	0.6	0.2	5	-1	0	1	0.0	97	0	0

The order is random; 4.5% or so of the library scored in one or more.
